STK33 kinase inh – inhibitors of human STK33 kinase; Q9BYT3; purified STK33, MBP phosphorylation, ADP-Glo luminescence; inhibition, % at 10 µM; 320,000 compounds, 0.073% hits;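 active = inhibition at or above 25%, using the most active replicate where run in duplicate; inactive = inhibition below 25%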
KCNQ2 block – KCNQ2 channel blockers in CHO-K1 cells – cell-based, FluxOR thallium flux, B-score, primary screen (AID 2156). 20 min; active compounds read low. B-score at 10 µM. 310,000 compounds, 1.1% hits;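 active = fluorescence ratio B-score at most minus 3 library SDs, with starting brightness B-score within 2 library SDs, cut at about -5.5 in these data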
Target sequence (O88943 whole entry, looked up): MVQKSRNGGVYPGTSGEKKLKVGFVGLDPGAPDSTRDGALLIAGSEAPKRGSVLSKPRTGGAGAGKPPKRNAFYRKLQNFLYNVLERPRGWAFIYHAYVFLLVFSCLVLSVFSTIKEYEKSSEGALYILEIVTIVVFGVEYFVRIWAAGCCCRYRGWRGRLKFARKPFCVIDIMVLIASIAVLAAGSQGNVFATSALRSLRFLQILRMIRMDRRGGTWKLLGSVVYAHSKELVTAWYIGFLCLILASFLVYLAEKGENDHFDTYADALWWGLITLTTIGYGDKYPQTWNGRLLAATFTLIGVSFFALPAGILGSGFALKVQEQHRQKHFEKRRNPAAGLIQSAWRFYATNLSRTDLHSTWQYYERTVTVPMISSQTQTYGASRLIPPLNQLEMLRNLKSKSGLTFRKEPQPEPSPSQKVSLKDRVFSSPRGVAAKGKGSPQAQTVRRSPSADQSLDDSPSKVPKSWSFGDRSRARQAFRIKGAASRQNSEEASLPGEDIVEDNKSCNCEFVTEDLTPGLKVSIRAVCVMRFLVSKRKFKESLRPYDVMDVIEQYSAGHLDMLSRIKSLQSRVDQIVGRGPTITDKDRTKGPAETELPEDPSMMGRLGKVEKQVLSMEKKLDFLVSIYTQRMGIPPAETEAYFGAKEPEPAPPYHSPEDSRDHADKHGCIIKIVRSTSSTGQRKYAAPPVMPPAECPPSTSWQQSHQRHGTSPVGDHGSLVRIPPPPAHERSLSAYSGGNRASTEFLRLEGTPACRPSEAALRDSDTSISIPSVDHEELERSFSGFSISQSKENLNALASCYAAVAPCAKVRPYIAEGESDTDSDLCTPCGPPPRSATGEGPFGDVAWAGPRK
OX1R FRET antag – antagonists of human orexin 1 receptor (OX1R) | O43613 | OX1R-expressing cells, FRET antagonist read-out | inhibition, % at 6.6 µM | 330,000 compounds, 1.8% hits; in the data active = inhibition mostly above about 38%, no sharp cut-off; inactive = mostly below about 40%;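 note: 0% = agonist challenge alone and 100% = reference antagonist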
* hit, by the source's call; i = inactive; . = no result given. Outcome played no part in choosing rows; 2.7% or so of the library scored in one or more.

STK33 kinase inh,KCNQ2 block,molecule,OX1R FRET antag
-0.4,i,Cc1cc(C)nc(SCC(=O)OC(C)C(=O)Nc2ccccc2)n1 (stereo not given),28
-0.7,.,O=C(Cc1ccsc1)Nc1ccc2c(c1)OCO2,-1
-1.1,i,Cc1cc(C)nc(SCc2cc(=O)c(OC(=O)c3ccc(Cl)c([N+](=O)[O-])c3)co2)n1,12
-1.9,i,CC(=O)N1c2ccc(S(=O)(=O)N3CCC(C(=O)NC4CCCCC4)CC3)cc2CC1C (stereo not given),4
-1.5,i,CCCCN(CC)CCNC(=O)C1c2cc(OC)c(OC)cc2C(=O)N2CCc3ccccc3C12 (stereo not given),12
0.4,i,COc1ccc(C(=O)NCCCN=C2NS(=O)(=O)c3ccccc32)cc1,2
-1.4,i,COCCCN(C(=O)c1cccnc1SC)c1c(N)n(Cc2ccccc2)c(=O)[nH]c1=O,18
-3.6,i,Cc1cccc(S(=O)(=O)Nc2nc3ccccc3nc2NCC2CCCO2)c1 (stereo not given),19
.,i,COc1ccc2c(c1)c(CC(=O)OCC(=O)O)c(C)n2C(=O)c1ccc(Cl)cc1,13
-0.2,i,Oc1ccc(Nc2nc(-c3ccc4ccccc4c3)cs2)cc1,17
-1.8,i,COc1ccccc1N1CCN(C(=O)c2cc3c(s2)CCC3)CC1,22
0.6,i,CCCn1nnnc1NCc1c(Cl)cccc1Cl,20
-0.5,i,CN(c1cccc(NC(=O)COc2ccccc2)c1)S(C)(=O)=O,5
-0.4,i,O=C(Cc1ccc(-n2c(=S)[nH]c3ccccc3c2=O)cc1)N1CCC(N2CCCCC2)CC1,12
13,i,COCCCNC(=O)c1cccn2c(=O)c3cc4ccccc4cc3nc12,11
0.5,i,C#CCOc1ccc(OC)cc1C(c1c(C)[nH][nH]c1=O)c1c(C)[nH][nH]c1=O,.
-0.3,i,CC(C)CN(C(=O)COC(=O)c1cc2c(s1)CCC2)C1CCS(=O)(=O)C1 (stereo not given),1
-2.3,i,COC(=O)CN1C(=O)C2(OCCCO2)c2cc(Br)ccc21,12
-0.3,.,O=C(OCC#CCSc1nnc(-c2cccc3ccccc23)o1)c1ccc(F)cc1,10
2.8,i,O=c1oc2ccccc2c(Nc2ccccc2)c1CN1CCCCC1,8
-1.7,i,COc1ccc(OCC(O)CN2CCN(c3ccc(OC)cc3)CC2)cc1 (stereo not given),-3
-1.8,i,COc1ccc(S(=O)(=O)n2ccc(-c3ccc(OCCN(C)c4ccccn4)cc3)n2)cc1,20
0.2,i,COc1ccc(CNC(=O)NCc2ccc(OC)c(OC)c2)cc1OC,5
-0.1,i,CC(C)N1CCc2c(sc(NC(=O)Cc3ccccc3)c2C(N)=O)C1,24

In the list so far, these contain an NH in an aromatic ring:
STK33 kinase inh,KCNQ2 block,molecule,OX1R FRET antag
-1.4,i,COCCCN(C(=O)c1cccnc1SC)c1c(N)n(Cc2ccccc2)c(=O)[nH]c1=O,18
-0.4,i,O=C(Cc1ccc(-n2c(=S)[nH]c3ccccc3c2=O)cc1)N1CCC(N2CCCCC2)CC1,12
0.5,i,C#CCOc1ccc(OC)cc1C(c1c(C)[nH][nH]c1=O)c1c(C)[nH][nH]c1=O,.

(next part)
STK33 kinase inh,KCNQ2 block,molecule,OX1R FRET antag
-0.5,.,NC(=O)c1ccsc1NC(=O)COC(=O)C1=NNC(=O)CC1,-5
2.4,i,COC(=O)C1=C(C)NC(=S)N(C(C)=O)C1c1ccc(OC)c(OC)c1 (stereo not given),5
-0.1,i,CC(C)(C)c1ccc(-c2c(C(=O)O)c(C(=O)O)c3n2CSC3)cc1,-2
-1.7,i,COc1ccc(CNC(=O)c2cccc(S(=O)(=O)N3CCN(C)CC3)c2)cc1,8
0.1,i,Cc1ccc(-c2nc(S(=O)(=O)c3ccc(C)cc3)c(N(C)C)o2)cc1,28
1.1,i,C=CCSc1nc2sc(C)c(C)c2c(=O)n1CC=C,17
-1.1,i,CN(c1ccc(C(=O)Nc2cccc(O)c2)cc1)S(=O)(=O)c1ccccc1,9
-1.1,i,O=C(c1ccc(Sc2ccccc2)c([N+](=O)[O-])c1)N1CCOCC1,15
-3.0,i,O=C(Nc1ccc(NC(=O)c2cccs2)cc1)c1cccs1,15
1.1,i,CN(NC(=O)C1CC(=O)N(c2ccccc2)C1)C1=NS(=O)(=O)c2ccccc21 (stereo not given),8
1.9,i,CCOC(=O)c1c(-c2ccccc2)cn2ccccc12,36
0.8,i,O=C(CCNC(=O)C1CCN(S(=O)(=O)c2ccccc2)CC1)NCc1ccncc1,8
-0.7,i,COc1ccc2nc(SCC(=O)NCC(F)(F)F)[nH]c2c1,10
0.5,i,CCOC(=O)N1CCN(c2ncnc3c2oc2nc(C(C)C)c4c(c23)CCC4)CC1,8
-0.4,i,COCCCNC(=O)CN1C(=O)/C(=C\c2ccc(C)cc2)Sc2ccccc21,78*
1.6,i,Cc1ccc(NC(=O)CSCC(=O)Nc2ncc3c(n2)CC(c2ccco2)CC3=O)cc1 (stereo not given),8
-3.7,i,COc1ccc(OCC(O)CNS(=O)(=O)c2cccs2)cc1 (stereo not given),-11
-3.3,i,COCCNC(=O)/C(C#N)=C/c1ccc(OCc2ccc(F)cc2)cc1,19
-1.4,i,CCOc1ccc(C2C=C(c3ccc(C)cc3)Nc3nnnn32)cc1 (stereo not given),13
0.2,i,CCOC(=O)C1(CCOc2ccccc2)CCN(Cc2ccc(O)cc2)CC1,2
0.5,i,CNc1nc(N)c([N+](=O)[O-])c(Nc2cccc(F)c2)n1,32
2.8,i,Cc1noc(NS(=O)(=O)c2ccc(N/C=C\C(=O)c3cccs3)cc2)c1C,12
-2.0,i,CCCCCOc1ccc(NC(=O)CSc2cccc3cccnc23)cc1,8
-0.5,i,COC(=O)NC1c2ccccc2Oc2ccccc21,4
-1.4,i,COc1ccc(OCC(O)CN2CCNCC2)cc1 (stereo not given),.
-0.6,i,Cc1ccc2c(CC(=O)NC3CCCc4ccccc43)coc2c1 (stereo not given),28
-0.4,i,O=C(N/N=C/c1cccnc1)c1ccc2ccccc2c1O,.
-0.1,i,Cn1c(=S)[nH]c2sc3c(c2c1=O)CCC(C(C)(C)C)C3 (stereo not given),-7
-0.3,i,CCOc1ccc(OCCn2c(=S)[nH]c3ccccc32)cc1,.
-0.9,i,C/C(=N\NC(=S)NC1CCCCC1)c1ccc(O)cc1,17
-1.2,i,c1ccc(Nc2ccccc2Nc2ccccn2)nc1,56*
-0.7,i,CCOc1ccc(N2C(=O)CC(N(CCc3ccc(OC)cc3)C(=O)/C=C/C(=O)O)C2=O)cc1 (stereo not given),14
1.7,i,NC(=O)c1ccsc1NC(=O)COC(=O)Cc1ccsc1,12
0.0,.,Cc1cccc(NC(=O)CN2CCN(CC(=O)NCc3ccc(Cl)cc3Cl)CC2)c1C,6
-0.3,i,Cn1c(=O)c2c(nc(N3CCCCC3)n2CCCNC2=NCCCC2)n(C)c1=O,10
-2.2,.,CC1CCCN(C(=O)c2ccc(Cl)c(S(=O)(=O)N3CCCCCC3)c2)C1 (stereo not given),9
-2.1,i,COc1ccc(-c2cc(CNS(=O)(=O)c3ccc(F)cc3)on2)cc1,33
3.6,i,Cc1ccc(N2CCN(CCc3nc4cc(NS(C)(=O)=O)ccc4n3C)CC2)cc1,1
-0.4,i,COc1ccc(CCCNC(=O)C2CCC(=O)N(Cc3ccccc3F)C2)cc1 (stereo not given),12
-0.9,i,CCOC(=O)C1(CCOC)CCN(Cc2cccc(OCc3ccccc3)c2)CC1,0
-2.1,i,Cc1ccc(C(=O)NNC(=O)c2ccc(-n3cncn3)c([N+](=O)[O-])c2)cc1,44
-0.4,i,Cc1ccc(COc2ccc(Br)cc2/C=N/O)cc1,23
-1.7,i,COc1ccc(C(=O)/C=C/C(=O)N(Cc2ccc(F)cc2)C(C(=O)NC2CCCCC2)c2ccncc2)c(O)c1 (stereo not given),17
-0.8,i,COc1ccc(NC(=O)COC(=O)C2CC(=O)N(c3ccc(OC(C)C)cc3)C2)cc1 (stereo not given),15
-1.4,i,Cc1cc(C2(c3cc(C)c(NC(=O)CN4CCOCC4)c(C)c3)CCCCC2)cc(C)c1NC(=O)CN1CCOCC1,3
-0.4,.,O=C(NCc1cccc(F)c1)c1cccc2c1C(=O)c1ccc(N3CCC(Cc4ccccc4)CC3)cc1S2(=O)=O,15
-0.8,i,COc1cccc(/C=C(/C#N)c2ccc(Cl)cc2)c1OCc1cccc(C(=O)O)c1,31
-1.0,i,CCCCCc1nnc(NS(C)(=O)=O)s1,3

The last four entries of the part before are carried over, then new ones follow.
STK33 kinase inh,KCNQ2 block,molecule,OX1R FRET antag
-1.4,i,Cc1cc(C2(c3cc(C)c(NC(=O)CN4CCOCC4)c(C)c3)CCCCC2)cc(C)c1NC(=O)CN1CCOCC1,3
-0.4,.,O=C(NCc1cccc(F)c1)c1cccc2c1C(=O)c1ccc(N3CCC(Cc4ccccc4)CC3)cc1S2(=O)=O,15
-0.8,i,COc1cccc(/C=C(/C#N)c2ccc(Cl)cc2)c1OCc1cccc(C(=O)O)c1,31
-1.0,i,CCCCCc1nnc(NS(C)(=O)=O)s1,3
0.1,i,Cc1ccc(CN2CC(C(=O)NCCCSc3ccccc3)CC2=O)cc1 (stereo not given),26
-1.5,i,COc1ccc(CCN(C(=O)c2snc(C(N)=O)c2N)C(C)C(=O)NC2CCCCC2)cc1OC (stereo not given),21
-0.3,i,c1n[nH]c(NC2=NCCC2)n1,4
-2.3,i,COc1ccc(CSc2nc(C)cc(=O)[nH]2)cc1Br,7
-3.0,i,O=C(c1cc(F)ccc1F)C1CCCN(C(=O)c2cccs2)C1 (stereo not given),26
-2.3,i,CC(OC(=O)COc1ccccc1[N+](=O)[O-])C(=O)Nc1ccc(N2CCOCC2)cc1 (stereo not given),10
0.3,i,COc1ccc(OC(C)C(=O)N2CCCc3ccccc32)cc1 (stereo not given),10
-0.6,i,CCn1cc(C(=O)NCc2ccccc2Cl)cn1,11
-0.6,i,CCc1cc(=O)oc2c(C)c(OCC(=O)N3CCC[C@@H]3C(=O)O)ccc12,7
-1.8,i,O=C1CN(C(=O)c2ccccc2C(=O)O)c2ccccc2N1,7
-1.4,i,O=C(CNC(=O)N1CC(=O)Nc2ccccc21)NCCc1cccc(F)c1,15
-1.6,i,NC(=O)C1CCN(C(c2ccccc2Cl)c2nnnn2CC2CCCO2)CC1 (stereo not given),5
0.9,i,O=C(NCCNC(=O)c1cc(Cl)ccc1Cl)c1ccccn1,6
0.8,i,COC(=O)CSc1nc(SCc2ccccc2Cl)nc2c1CCCC2,26
-0.9,i,CCCN1CCN(C(=O)c2ccc(CS(=O)c3ccc(Cl)cc3)o2)CC1 (stereo not given),15
-1.6,i,CCN(C(=O)c1ccc(Cl)cc1[N+](=O)[O-])c1ccccc1C,36
-2.8,i,COC(=O)c1cc(NC(=O)CC2NCCNC2=O)cc(C(=O)OC)c1 (stereo not given),12
-1.0,i,COc1cccc(NC(=O)N2CCN(c3nnnn3-c3ccccc3)CC2)c1,14
-1.5,i,COc1ccc(C(=O)CSc2nc3ccc([N+](=O)[O-])cc3[nH]2)cc1,18
-0.9,i,CCCCC1(C(=O)OCC)CC(CN2CCOCC2)OC1=O (stereo not given),5
.,i,COc1cc(C(=O)N2CCN(S(=O)(=O)c3cccc(F)c3)CC2)ccc1OCC(=O)N1CCOCC1,15
-2.5,i,COc1cc(CCCN2C(=O)C(=O)NC[C@@H]2CCCCN)cc(OC)c1OC,25
-3.8,i,Cc1cc(Nc2nc3ccccc3nc2Cl)n(-c2ccccc2C)n1,16
-1.5,i,C=CCSc1nc(=O)n2ccc(C)cc2n1,4
0.9,i,CC(C)CNC(=O)CO/N=C/c1ccccc1Cl,6
1.2,i,Cc1ccc(OCCOc2ccc(Br)cc2)c([N+](=O)[O-])n1,21
-0.8,i,c1ccc(CNc2c3c(nc4ncnn24)CCC3)cc1,13
0.1,i,CN(C)C(CNC(=S)Nc1ccccc1)c1cccnc1 (stereo not given),0
-0.8,i,Cc1ccc(CSc2nc3ccccc3c(=O)n2Cc2ccco2)cc1,29
-1.6,i,O=C1CC(c2ccccc2Cl)Cc2c1cnn2-c1nc2ccccc2s1 (stereo not given),8
-1.0,i,CC(C)(C)NC(=O)C(c1ccccc1)N(Cc1cccs1)C(=O)c1csnn1 (stereo not given),15
0.0,i,COc1ccc(C(O)P(=O)(OC(C)C)OC(C)C)c(OC)c1 (stereo not given),1
1.1,i,COC(=O)c1c(NC(C)=O)sc2c1CCCCC2,13
0.8,i,Clc1ccc(-c2ccc(/C=N/Nc3nncc(-c4ccccc4)n3)o2)cc1,17
0.5,i,COc1cccc(C(=O)Nc2c(F)cccc2F)c1,8
-0.8,i,O=C(CCCCCN1C(=O)CCC1=O)Nc1ccc(Cl)c(C(F)(F)F)c1,24
-1.5,i,O=C(O)COCC(=O)N1CCCN(c2nccc(C(F)(F)F)n2)CC1,-7
0.5,i,COC(=O)c1ccc2nc(-c3cccc(N)c3)cn2c1,6

Rewritten with values under each structure: part of the list above
Every second line gives: STK33 kinase inh | KCNQ2 block | OX1R FRET antag
- COC(=O)c1c(NC(C)=O)sc2c1CCCCC2
→ 1.1 | i | 13
- Clc1ccc(-c2ccc(/C=N/Nc3nncc(-c4ccccc4)n3)o2)cc1
→ 0.8 | i | 17
